Lipid storage S3: qHTS Assay for Lipid Storage Modulators in Drosophila S3 Cells | Drosophila S3 cells, BODIPY lipid droplet fluorescence, 18-24 h; cells fed with added oleic acid | Potency in µM for hits, for the others lipid storage change, negative = inhibition, % at the top dose, mostly 46.1 µM | 0.64% of 320,000 active | AID 2685; active = well fitted inhibition curve with a large enough effect in the signal ratio, with a control signal flat, not every such curve was filed as active; inconclusive = small, poorly fitted or top-dose-only effect, or effect the other way, or a change in a side signal; the % refers to the signal ratio
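Drosophila S3 cells loaded with oleic acid (400 uM, as added) and compounds at several concentrations; lipid droplets imaged by 488-nm laser-scanning cytometry, 500–530 nm intensity and object ratio to cell channel. Percent activity normalized to 20 uM Triacsin C.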
Lipid storage S3 cell count max: recorded beside Lipid storage S3, whose call it bears; cell number change, %; measured here: cell count max response;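 cells counted by Cell Tracker Red CMTPX staining in the red channel; peak over a dose series mostly up to 46.1 µM; percent activity relative to internal control wells on each plate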
Starred values were filed as active, the others as inactive; i = inactive; u = inconclusive; x = no result given. % is set by controls: 0 for no effect and ±100 for the full control effect; potency is the fitted concentration of half-maximal effect. A portion of the library; the hit share may differ from the screen's.

molecule,Lipid storage S3,Lipid storage S3 cell count max
COc1ccc(Cl)cc1NC(=S)N1CCN(S(C)(=O)=O)CC1,u,x
Cn1c(=O)c2c(nc(NCCNC(=O)c3ccco3)n2Cc2ccc(F)cc2)n(C)c1=O,u,x
CCOC(=O)c1sc(-c2ccc(Br)cc2)cc1N,u,x
COc1ccc(OC)c(-c2csc(NC(=O)C3=COCCO3)n2)c1,u,x
CCn1c(SCC(=O)NC2CCCC2)nnc1C(C)NC(=O)c1ccccc1Br (stereo not drawn),u,x
COC(=O)CCC(=O)OC1(C)C(=O)C=C2C=C(C3CC3)N(CCCCO)C=C2C1=O (stereo not drawn),3.9%,16.4
O=C(c1ccc([N+](=O)[O-])o1)N1CCN(c2nc3ccc(F)cc3s2)CC1,u,x
CC(C)c1cc(C(=O)OCC(=O)NC(=O)NCc2ccco2)c(O)c(C(C)C)c1,u,x
CC1CCc2cc(F)ccc2N1C(=O)c1ccncc1 (stereo not drawn),12.6%,x
Cc1ccc(NC(=O)C(=O)NCC2CCCN2S(=O)(=O)c2cccs2)cc1C (stereo not drawn),u,x
Cc1cccc(C)c1OC(=O)CN(c1ccc(Cl)cc1)S(C)(=O)=O,u,x
CN(C)c1c2ccccc2nc2c(F)c(F)c(F)c(F)c12,1.0%,-0.1
COc1ccc(OC(C)C(=O)NCCc2nc3ccccc3[nH]2)cc1 (stereo not drawn),-0.1%,11.5
C1CN(c2nc3nonc3nc2N2CCOCC2)CCO1,u,x
O=c1[nH]c(/C=C/c2cccnc2)c([N+](=O)[O-])c(=O)[nH]1,u,x
CSC[C@H](NC(=O)Cc1c(C)c2cc3c(C)c(C)oc3cc2oc1=O)C(=O)N[C@@H](Cc1ccccc1)C(=O)O,-2.3%,-0.9
O=C(CS(=O)(=O)c1ccccc1)NCc1ccccc1,u,x
COc1ccccc1NC(NC(=O)c1cccnc1)C(Cl)(Cl)Cl (stereo not drawn),7.2%,7.1
Cc1cc(C(=O)NNC(=O)c2nn(C)c(=O)c3ccccc23)c(C)o1,u,x
CCC(CC)C(=O)Nc1c2c(nn1-c1ccc(F)cc1)CS(=O)(=O)C2,5.3%,9.6
COC(=O)c1cc(COC(=O)COc2ccc(C)c(C)c2)oc1C,-9.3%,-3.2
CCN1CCCC1CNC(=O)CSCc1nc(-c2ccccc2C)oc1C (stereo not drawn),u,x
CCOc1cc2[nH]c(=S)n(CCOC)c(=O)c2cc1OCC,i,x
Cc1cccc(CN2CCC(CNC(=O)C3CCCN(S(=O)(=O)c4cnc[nH]4)C3)CC2)c1 (stereo not drawn),u,x
CCC(C)c1ccc(NC(=S)N2CCN(c3ccccn3)CC2)cc1 (stereo not drawn),i,-28.2
COc1cccc(C(=O)Nc2nc3ccccc3[nH]2)c1,-0.7%,17.8
O=C(O)/C=C/C(=O)NCCC1=CCCCC1,u,x
CCCn1c(N)c(C(=O)CSc2nnc(C)n2Cc2ccccc2)c(=O)n(C)c1=O,u,x
Cc1cc(F)ccc1S(=O)(=O)N1CCC2(CC1)OCCN2S(=O)(=O)c1cccs1,u,x
CCOC(=O)c1cnn(-c2ccc(C)cc2)c1N,u,x
Cc1cc(N/N=C/c2ccc(O)cc2O)nc(N2CCOCC2)n1,-0.6%,-4.6
CC(=O)N1CCCc2cc(S(=O)(=O)N3CCCC(C(=O)NCc4ccc(C)cc4)C3)ccc21 (stereo not drawn),u,x
O=C(Nc1ccc(Cl)c(Cl)c1)C1=Cc2ccccc2OC1,u,x
COc1ccc(OCC(=O)c2c(O)c3ccccc3oc2=O)cc1,u,x
CCOC(=O)C1CCN(C(=O)CSC2=NCCS2)CC1,u,x
CC(=O)c1ccc(NC(=O)CCc2ccc(C)o2)cc1,u,x
O=C1COc2ccc(C(=O)c3ccccc3C(=O)O)cc2N1,u,x
CCNC(=O)c1cnn(-c2ccccc2)c1-c1ccccc1,19.7%,0.0
Nc1ccc(CNc2ncn[nH]2)cc1,-25.5%,-28.7
CC1CCc2nn(CC(=O)NCc3ccc(F)cc3)cc2C1 (stereo not drawn),i,x
COc1ccc2nc(NC(=O)c3ccc(NS(=O)(=O)c4cccs4)cc3)sc2c1,u,x
COc1cccc(C(=O)NCc2ccco2)c1,i,13.7
CCOc1ccccc1N/C=C/C(=O)C(C)(C)C,7.5%,-15.9
O=C(CN(Cc1ccc(Cl)cc1)C(=O)CN1C(=O)COc2ccccc21)NC1CCCC1,u,x
COc1ccc(OC)c(Cc2nnc(CCC(=O)NCc3ccsc3)o2)c1,-24.9%,x
COC(=O)c1scc(C)c1NC(=O)C(Cl)c1ccccc1 (stereo not drawn),u,x
Cc1nc(Cl)sc1C(=O)Nc1cccc(Cl)c1,i,2.3
CCOC(=O)C1(C)NC(c2ccco2)C2C(=O)N(c3ccccc3)C(=O)C21 (stereo not drawn),u,x
Clc1cccc(N2CCN(Cc3nnc(-c4ccccc4)o3)CC2)c1,17.1%,x
Cc1ccnc(NS(=O)(=O)c2ccc(NC(=O)CN3C(=O)CCC3=O)cc2)n1,0.1%,x

Molecules listed so far that have a nitro group on carbon, in the order listed:
molecule,Lipid storage S3,Lipid storage S3 cell count max
O=C(c1ccc([N+](=O)[O-])o1)N1CCN(c2nc3ccc(F)cc3s2)CC1,u,x
O=c1[nH]c(/C=C/c2cccnc2)c([N+](=O)[O-])c(=O)[nH]1,u,x

More results.
molecule,Lipid storage S3,Lipid storage S3 cell count max
Cc1cc(=O)[nH]c(N2CCc3ccccc3C2)n1,-12.4%,-4.8
CN(C)c1ccc(/C=N/NC(=O)CNC(=O)/C=C/c2ccco2)cc1,i,-16.7
O=C(O)c1cc(NC(=O)c2cccc(N3C(=O)c4ccccc4C3=O)c2)cc(C(=O)O)c1,18.2%,11.2
CC1CC(C)CN(CCCNC(=O)C2CCCN(S(=O)(=O)N3CC(C)CC(C)C3)C2)C1 (stereo not drawn),-16.2%,16.2
COc1ccc(C2(C(=O)O)CCCC2)cc1,u,x
CCn1c(CC(=O)Nc2ccccc2F)nnc1SCC(=O)N1CCOCC1,i,-9.4
O=C(CN1CCN(c2ccc(F)cc2)CC1)NCc1ccc(Cl)cc1,i,-25.4
O=C(O)CCC(=O)NCC(=O)c1ccc(F)cc1,8.0%,4.7
CCCS(=O)(=O)C(=C1NCCO1)S(=O)(=O)CCC,-2.4%,0.3
CCNC(=S)N1CCN(CCN=CC2=C(O)CC(c3ccco3)CC2=O)CC1 (stereo not drawn),u,x
CC(C)N(C(=O)CC1ON(C)C(=O)N1c1ccc(Cl)cc1)C(C)C (stereo not drawn),u,x
CN(C)CCn1c(=O)n(Cc2ccccc2)c(=O)c2c3c(sc21)CCCCC3,u,x
COc1cc(/C=N/N2CCN(Cc3ccccc3)CC2)cc(OC)c1OC(C)=O,i,15.5
O=C(CN1C(=O)NC2(CCCc3ccccc32)C1=O)c1ccc(Br)cc1 (stereo not drawn),u,x
CCNC(=O)NC(=O)COC(=O)c1ccccc1SCC(=O)NC(=O)NCC,-13.3%,-34.7
O=C(Nc1ccccc1Cl)c1ccc2c(c1)N(Cc1ccc(F)cc1)C(=O)CS2=O (stereo not drawn),u,x
COc1ccc(/C=N/NC(=S)Nc2cccc(C(=O)O)c2)cc1OC,7.8%,3.9
Cn1c(NC2CCCCC2)cc(=O)n(C)c1=O,0.2%,-13.9
COc1ccccc1C(=O)N1CCN(C(=O)COc2cccc(C)c2)CC1,i,x
CCCOC(=O)Nc1ccccc1C(N)=O,11.8%,-2.7
CC(=O)NCCn1c(SCc2cc(F)ccc2F)nc2ccccc2c1=O,10.7%,0.8
CN1C(=O)C(C)(C)c2cc(S(=O)(=O)N(C)Cc3ccccc3)ccc21,u,x
O=C(CN1CCCCCC1)NCC1CCCO1 (stereo not drawn),5.0%,19.5
Cc1nc(C)c(-c2csc(Nc3cccnc3)n2)s1,u,x
COc1ccc(OC)c(NC(=S)NCC(c2cccnc2)N2CCOCC2)c1 (stereo not drawn),-3.3%,-0.9
O=C(CN1C(=O)NC2(CCCC2)C1=O)N1CCN(S(=O)(=O)c2cccc(F)c2)CC1,-16.5%,12.3
CCc1cc(CNC(=O)CC2C(=O)NCCN2Cc2ccccc2C(F)(F)F)on1 (stereo not drawn),-10.3%,20.6
O=C1C=C(Nc2ccccc2)C(=O)c2ccccc21,u,x
CCOC(=O)c1c(NC(=O)Nc2ccccc2)sc(C)c1C,u,x
O=c1cc(CN2CCN(c3ccccc3)CC2)c2cc(O)c(-c3ccccc3)cc2o1,4.9%,-5.5
c1ccc2c(c1)nc(N1CCOCC1)c1c3ccccc3[nH]c21,u,x
C=CCNCCCCOc1ccccc1-c1ccccc1,-3.0%,19.0
CC12CC(NC(=O)N1Cc1ccccc1)c1ccccc1O2 (stereo not drawn),u,x
CSc1nc2c(cc1C#N)CCCCC2,-3.4%,6.2
Cc1ccc(SCc2nc3ncccn3c2Br)cc1,u,x
N/C(=N\OC(=O)c1ccc2c(c1)OCO2)c1cccc(Br)c1,-5.8%,-5.2
CCOC(=O)c1c(NC(=O)CSc2ncnc3[nH]ncc23)sc2c1CCC(C)C2 (stereo not drawn),-2.6%,1.7
Cn1cccc1C(=O)NNC(=O)COc1ccccc1Cl,13.3%,2.9
Cc1ccc(OCC(=O)NCc2ccco2)cc1C,u,x
CCc1noc(C)c1C(=O)Nc1nc(-c2ccc(NC(C)=O)cc2)cs1,i,11.6
CCCS(=O)(=O)N1CCC(C(=O)NCCCN(CC)c2cccc(C)c2)CC1,u,x
CCOc1ccc(Cc2nnc(N)s2)cc1OCC,u,x
COc1ccc(-n2cnnc2SCc2ncc(-c3ccccc3)o2)cc1,u,x
Cn1c(C(=O)NCc2cccs2)cc2c(=O)n(C)c3ccccc3c21,u,x
O=C(Cc1ccc([N+](=O)[O-])cc1)Nc1ccc2c(c1)CCC2,u,x
Cc1ccnc(NC(=O)CCC(=O)N(Cc2ccco2)C(C(=O)NC(C)C)c2ccc(F)cc2)c1 (stereo not drawn),u,x
COc1ccccc1N1CC(C(=O)Nc2ccc(S(=O)(=O)N3CCOCC3)cc2)CC1=O (stereo not drawn),i,15.4
Cc1c(Cl)ccc2c(C(=O)NCCN3CCCCC3)cc(-c3ccccn3)nc12,u,x
Cc1ccc(NC(=O)c2nn(C34CC5CC(CC(C5)C3)C4)cc2[N+](=O)[O-])cc1,u,x
CN(C)C=NC(=O)c1ccc(N2CCN(c3ncc(C(F)(F)F)cc3Cl)CC2)cc1,u,x

New compounds follow
molecule,Lipid storage S3,Lipid storage S3 cell count max
Cc1cc(C)n(CC(O)Cn2c3ccccc3c3ccccc32)n1 (stereo not drawn),i,7.0
CC(C)NC(=O)CN1CCN(C(=O)CCl)CC1,u,x
CCOC(=O)C1C(c2ccc(O)c(OCC)c2)NC(=S)NC1(O)C(F)(F)F (stereo not drawn),u,x
CSc1nc(-c2ccccc2)[nH]c(=S)c1C(C)=O,u,x
Cc1cc(NC(=O)c2cc(S(=O)(=O)N3CCCCC3)ccc2C)n(-c2ccccn2)n1,17.1%,-7.0
O=C(NCCc1ccccc1)c1ccccc1Cl,i,x
Cc1cc(C(=O)Nc2ccccc2[N+](=O)[O-])cs1,u,x
Cc1ccccc1OCC(=O)NCCC1=CCCCC1,u,x
Cc1ccc(N(CC(O)CN2C(=O)NC(C)(C)C2=O)S(=O)(=O)c2ccc(C)cc2)cc1 (stereo not drawn),18.7%,14.3
CSc1nc2ccc(NS(=O)(=O)c3ccc(Br)s3)cc2s1,u,x
Cc1cc2nnc(SCC(=O)N3CCCCCC3)n2c(N)n1,7.7%,8.6
CC(=O)NCC(=O)N(Cc1ccco1)C1(C(=O)NC2CCCC2)CCCCC1,1.9%,17.4
CCOC(=O)c1ccc(N=c2sc(C(=O)OC)cc(=O)n2Cc2ccco2)cc1,u,x
Cc1ccc(S(=O)(=O)N2CCOCC2)cc1C(=O)Nc1ccccc1F,u,x
COc1ccc(-n2c(Cc3cc(=O)[nH]c(=O)[nH]3)nnc2SCC(=O)Nc2cc(C(F)(F)F)ccc2Cl)cc1,u,x
COC(=O)c1sc2[nH]c(=S)n(N)c(=O)c2c1C,u,x
COc1ccc(-c2nn(-c3ccccc3)cc2/C=N/Nc2ccc(Cl)c(C(=O)O)c2)cc1OC,10.1%,5.0
O=C(CSc1ncccn1)NC(=O)c1ccccc1,-0.1%,-24.0
CCOC(=O)Cc1csc(NC(=O)COc2ccc(N(C)S(=O)(=O)c3ccc(C)cc3)cc2)n1,u,x

Reformatted: entries from further up
Fields: Lipid storage S3, Lipid storage S3 cell count max
> COc1ccc(-c2nn(-c3ccccc3)cc2/C=N/Nc2ccc(Cl)c(C(=O)O)c2)cc1OC
    10.1%, 5.0
> O=C(CSc1ncccn1)NC(=O)c1ccccc1
    -0.1%, -24.0

Complete entries as entered above. Values in the order: Lipid storage S3, Lipid storage S3 cell count max
Results for Cc1cc2nnc(SCC(=O)N3CCCCCC3)n2c(N)n1 : 7.7%, 8.6
Results for CCOC(=O)Cc1csc(NC(=O)COc2ccc(N(C)S(=O)(=O)c3ccc(C)cc3)cc2)n1 : u, x
Results for CSc1nc(-c2ccccc2)[nH]c(=S)c1C(C)=O : u, x
